From PubChem BioAssay
Tau fibril ThT = inhibitors of human tau fibril formation, thioflavin T binding; P10636; recombinant tau K18 P301L, heparin-induced fibrillization, ThT fluorescence; Potency, µM (doses to about 57.4 µM), without a hit: at the highest dose activity, negative = inhibition, hits mostly inhibitors; 270,000 tested, 2.1% active; note: % is set by controls: 0 for no effect and ±100 for the full control effect; nearly all actives have a fitted effect of over 55% in size
Target sequence (P10636 561-689 P618L limits assumed): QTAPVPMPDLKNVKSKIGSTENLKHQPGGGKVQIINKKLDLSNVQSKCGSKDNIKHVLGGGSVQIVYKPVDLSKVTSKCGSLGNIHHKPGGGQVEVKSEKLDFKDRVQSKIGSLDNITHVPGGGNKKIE
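Heparin-induced fibrillization of the P301L-mutant K18 repeat-domain fragment of human tau was followed by ThT binding in quantitative high-throughput format.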
Tau FP inhib = inhibitors of human tau fibril formation. Potency, µM (top dose mostly 57.7 µM), inactives show at the highest dose activity, negative = inhibition, actives largely listed as inhibitors. 280,000 tested, 0.39% active. P10636. K18 P301L tau heparin fibrillization, Alexa594 FP, 6 h. AID 1468; note: % is set by controls: 0 for no effect and ±100 for the full control effect; nearly all actives have a fitted effect of over 55% in size
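Human K18 P301L fragment (15 uM unlabeled plus 0.24 uM Alexa 594-labeled) in 100 mM sodium acetate pH 7 with compound, aggregation induced by 20 uM heparin for 6 hr at 37 C. ThT (30 uM) added for 1 hr, then Alexa 594 FP read.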
GAA inh = inhibitors of human lysosomal alpha-glucosidase; P10253; purified human GAA, 4-MU-alpha-glucoside fluorescence; Potency, µM (top dose mostly 76.9 µM), inactives show top-dose activity change, negative = inhibition, most hits filed as inhibitors; 200,000 tested, 0.005% active; AID 1466;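 note: plate controls were uninhibited enzyme wells for no effect and no-enzyme background for full effect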
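Activity normalized between no-enzyme (basal) and enzyme-only wells. Conditions: 4 nM human enzyme, 400 uM fluorogenic substrate, citrate/phosphate pH 5.0 with Tween-20, 20 min room temperature, compounds up to 77 uM.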
GAA glycogen mod = GAA glycogen-cleavage inhibition or activation | recombinant GAA, glycogen substrate, Amplex Red glucose oxidase fluorescence | Potency, µM (highest dose often 76.4 µM), for inactives: top-dose activity change, negative = inhibition, hits mostly inhibitors | 300,000 tested, 0.38% active | AID 2100;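 note: 0% = full enzyme reaction and -100% = no-enzyme basal signal; the screen sought inhibitors and activators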
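qHTS, 1536-well; enzyme 4 nM final; cpd up to 77 uM; substrate bovine liver glycogen 30 ug; 50 mM citrate/phosphate pH 5.0, 0.01% Tween-20; 37 C, 40 min; Amplex Red detection 45 min RT; Hill fit → AC50.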
aGlu spleen mod = inhibits or activates alpha-glucosidase in human spleen homogenate; P10253; human spleen homogenate, 4-MU-alpha-glucoside fluorescence; Potency, µM (doses to about 79.9 µM), inactives show top-dose activity change, negative = inhibition, usual class: inhibitors; 240,000 tested, 0.006% active; AID 2112;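 note: 0% = enzyme with vehicle and -100% = no enzyme basal signal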
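AC50 values come from Hill-equation fits of concentration-response data, normalized to no-enzyme and full-activity controls. Enzyme source: 1 ug human spleen homogenate; 1 mM fluorogenic 4-MU glucoside, pH 5.0 citrate buffer, 37 C, 40 min.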
GLA spleen mod = inhibitors or activators of human alpha-galactosidase in spleen homogenate; human spleen homogenate, 4MU-alpha-Gal fluorescence, 40 min; Potency, µM (top dose mostly 80 µM), without a hit: top-dose activity change, negative = inhibition, usual class: inhibitors; 240,000 tested, 0.008% active; P06280;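 note: 0% = enzyme with vehicle and -100% = no enzyme basal signal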
Target sequence (P06280 32-429 limits assumed): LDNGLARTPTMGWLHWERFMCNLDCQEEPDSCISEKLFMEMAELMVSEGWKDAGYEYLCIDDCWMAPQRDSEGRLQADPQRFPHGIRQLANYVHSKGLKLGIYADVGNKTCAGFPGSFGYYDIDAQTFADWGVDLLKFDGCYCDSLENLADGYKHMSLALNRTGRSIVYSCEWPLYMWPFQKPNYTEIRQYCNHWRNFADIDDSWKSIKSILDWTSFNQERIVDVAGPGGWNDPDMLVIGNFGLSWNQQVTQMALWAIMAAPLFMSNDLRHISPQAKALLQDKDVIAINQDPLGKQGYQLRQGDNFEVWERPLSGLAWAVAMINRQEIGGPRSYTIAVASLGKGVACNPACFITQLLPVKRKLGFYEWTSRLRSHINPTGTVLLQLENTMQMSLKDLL
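Inhibition or activation of alpha-galactosidase in human spleen homogenate is scored by 4-MU fluorescence after 40 min at 37C, pH 5.0, with 1 mM substrate. AC50s come from concentration-response fitted to the Hill equation.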
HTT cytoprotect = Huntington cell model cytoprotection by ATP luminescence | PC12 HTT-Q103 induced, cytoprotection, ATP luminescence, 40 h | Potency, µM (doses to about 56.4 µM), for inactives: cytoprotection (ATP increase), hits mostly activators | 230,000 tested, 0.14% active | AID 1471;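 note: % of control where 0% means no effect; nearly all actives have a fitted effect of over 45% in size; toxic huntingtin expression switched on by the ecdysone agonist tebufenozide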
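Rat PC12, Q103 Htt exon1-GFP fusion, ecdysone promoter; tebufenozide inducer 100 nM final; compound titration; qHTS, 1500 cells/well; ATPlite luminescent read.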
Tau fluor counter = counter-screen for tau fibril formation inhibitors | tau K18 P301L Alexa594 fluorescence, heparin fibrillization | Potency, µM (highest dose often 57.7 µM), without a hit: at the top dose activity change, negative = decrease | 280,000 tested, 0.93% active | AID 1463; note: % is set by controls: 0 for no effect and ±100 for the full control effect; nearly all actives have a fitted effect of over 55% in size
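Human tau K18 P301L (15 uM unlabeled, 0.24 uM Alexa 594-labeled) in 100 mM sodium acetate pH 7 with 20 uM heparin, 6 hr at 37 C. ThT 30 uM added, 1 hr ambient; Alexa 594 FP and total fluorescence read at 555/632 nm.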
Numbers without * were called inactive; ? = inconclusive; nt = not tested or not shown; & = joins results of further samples; [ ] = remark or other dose. Calls come from the whole dose curve; as a rule, active = well fitted curve in the direction sought with a large enough effect; inconclusive = small, poorly fitted or top-dose-only effect, or another doubt; inactive = no such curve, though single readings can be large; an effect the other way counts as inactive or inconclusive. Potency is the fitted concentration of half-maximal effect.

SMILES | Tau fibril ThT | Tau FP inhib | GAA inh | GAA glycogen mod | aGlu spleen mod | GLA spleen mod | HTT cytoprotect | Tau fluor counter
Cn1c(SCC(=O)c2ccccc2)nnc1-c1ccco1 | -14% | -1% | 0% | 3% | -4% | 3% | 7%[1.9 µM] | -5%
O=C(NCCCCC(NC(=O)c1ccc([N+](=O)[O-])cc1)C(=O)O)c1ccc([N+](=O)[O-])cc1 (configuration not stated) | 3% | -1% | -11% | 11% | -3% | -2% | -3% | -3%
C/C(=C\C(=O)c1ccccc1)NNc1nc2ccccc2s1 | -13% | 2% | 4% | ? | -4% | -2% | -3% | -5%
C=CCn1c(SCC(=O)N(C)C2CCS(=O)(=O)C2)nc2ccccc2c1=O (configuration not stated) | -1% | -4% | 4% | -8% | -2% | 4% | 21%[10 µM] | 0%
COc1ccc(Cn2c(=O)[nH]c3cc(C(=O)NCCCN4CCCC4)ccc3c2=O)cc1 | ? | -11% | ? | 8% | -2% | ? | 14% | -29%
CN(C)C(=O)C[n+]1ccc(/C=N/O)cc1 | 4% | 7% | -3% | 7% | -3% | -4% | -6%[10 µM] | 7%
O=C(Nc1ccc(F)cc1F)NC1CC1 | 6% | 9% | 6% | 22% | -5% | -9% | nt | 4%
O=C(Cc1cccs1)NCc1ccc2c(c1)OCO2 | -5% | 3% | -4% | 9% | -16% | -13% | -16% | 0%
COCCCNC(=O)CCCn1c(=O)c2ccccc2n(CC(=O)Nc2c(C)cccc2C)c1=O | -2% | 9% | -5% | 6% | -16% | -1% | -3%[1.9 µM] | 4%
Cc1cccc(NC(=O)c2onc3c2CCCC3)n1 | -1% | -1% | -6% | 6% | -8% | -15% | nt | 3%
CCOc1ccc(CCN2C(=O)c3cccnc3C2=O)cc1OCC | 9% | 5% | 0% | 24% | 2% | 4% | -19% | 7%
CCCCC(=O)NNC(=S)NC(=O)CCC | ? | -8% | -4% | -9% | 6% | -3% | 7%[1.9 µM] | -12%
Cc1cccc(C(C)C)c1NC(=O)Cn1c(=O)oc2cc(S(=O)(=O)N3CCCC3)ccc21 | -3% | -9% | nt | 13%[76.3 µM] | nt | nt | nt | -17%
COc1ccc(NCC(=O)N/N=C/C(C)c2ccccc2)cc1 (configuration not stated) | ? | 8% | 0% | -7% | 3% | 3% | 13%[10 µM] | -9%
CC1(C)Cc2nc3[nH]c(=S)[nH]c(=O)c3cc2CO1 | -3% | -7% | nt | -13% | 4% | -2% | 17%[10 µM] | -9%
NC(=O)CN1CCOCCN(CC(N)=O)CCOCC1 | -6% | 10% | -9% | -1% | 5% | 1% | 3% | 4%
O=c1[nH]c2cc3c(cc2cc1C(c1nnnn1Cc1ccccc1)N1CCCCCC1)OCCO3 (configuration not stated) | ? | -11% | -3% | 9% | 10% | 29% | -61%[inhibitor] | -19%
C[C@@H]1CC=C[C@@H]2[C@H]1C(=O)N(Cc1ccccc1)[C@H]2c1cccc(Br)c1 | ? | 9%[81.3 µM] | nt | nt | -9% | 27% | -50%[inhibitor] | -6%[81.3 µM]
COc1ccccc1CCNC(=O)c1ccc(NC(=O)N2CC(C)Sc3ccccc32)cc1 (configuration not stated) | -5% | ? | nt | -7%[76.3 µM] | nt | nt | nt | -29%
COc1cccc(-c2nc(CS(=O)CC(=O)NCCCOC(C)C)c(C)o2)c1 (configuration not stated) | -8% | 4% | -14% | -3% | 2% | 4% | 10%[10 µM] | -1%
CCc1cccc(NC(=O)c2ccc(Cn3c(=O)[nH]c4ccsc4c3=O)cc2)c1 | -5% | 10% | 0% | 0% | 1% | 7% | nt | -9%
CCOc1ccccc1OCCCC(=O)NC1=NCCS1 | 2% | 0% | -13% | 6% | -1% | 3% | -6%[10 µM] | -3%
Cc1ccc(SCC(=O)N2CCC(C(N)=O)CC2)cc1 | -9% | 6% | 3% | -3% | 5% | 5% | -38%[inhibitor] | -6%
Cc1nc(NCC2CCCO2)c2oc3ccccc3c2n1 (configuration not stated) | -14% | -13% | -24% | 1% | -1% | 2% | 5% | -15%
COc1cccc(-c2csc(N3CCN(C(=S)Nc4ccccc4OC)CC3)n2)c1 | ? | 8% | -1% | -12% | 0% | -9% | -49%[inhibitor] | ?
COc1cc(NC(=O)CN2CCN(c3ccccc3)CC2)c(C)cc1[N+](=O)[O-] | -1% | 1% | -6% | 8% | 0% | 12% | -1%[10 µM] | 1%
CCOC(=O)c1ccc(NC(=O)N2CCc3ccccc32)cc1 | -17% | -10% | 1% | 1% | -4% | 1% | -16% | -15%
COc1ccc(NC(=O)C(NC(C)=O)C(=O)NCc2ccccc2OC)cc1 (configuration not stated) | 3% | -5% | -9% | 5% | 5% | 5% | 16%[10 µM] | -1%
COc1ccccc1CNC(=O)c1cccc2c1C(=O)N(Cc1cccnc1)C2 | -2% | -2% | 1% | -1% | 6% | 5% | -32%[inhibitor] | -9%
C=CCC(NCc1ccccc1)c1ccccc1 (configuration not stated) | -5% | 1% | 4% | 10% | -5% | 5% | -19%[10 µM] | -10%
O=C(CS(=O)(=O)c1cn(Cc2ccc(Cl)cc2)c2ccccc12)N1CCCC1 | -9% | 9% | -1%[15.4 µM] | -2% | 3% | 9% | -54%[inhibitor] | -1%
COc1cc(OC)c(N(C)C(=O)c2cc3c(=O)oc4ccccc4c3s2)cc1Cl | -5% | -4% | nt | 0%[76.3 µM] | nt | nt | nt | -30%
Cc1ccc2cccc(NC(=O)C(C)(C)Oc3ccc(Br)cc3)c2n1 | -13% | ? | nt | 11%[76.3 µM] | nt | nt | nt | -28%
COC(=O)CNS(=O)(=O)c1ccc(Cc2ccc(S(=O)(=O)NCC(=O)OC)cc2)cc1 | -9% | 3% | ? | 5% | -3% | -2% | -8%[0.074 µM] | -11%
Cc1ccc(C)c(OC(=O)CSc2nnc(CNC(=O)c3ccccc3)o2)c1 | -2% | -1% | nt | -5%[76.3 µM] | nt | nt | nt | -3%
CCCOC(=O)C1=C(C)NC2=C(C(=O)CCC2)C1c1ccc(N(C)C)cc1 (configuration not stated) | -8% | -1% | -2% | -21% | -8% | -11% | -14% | -14%
COc1cc(C(F)(F)F)c(C(=O)N(C)Cc2cc(Cl)cc(Cl)c2)cn1 | -9% | 5% | nt | -14% | -3% | 1% | 7%[10 µM] | -8%
N[C@@H](COP(=O)(O)O)C(=O)O | -10%&7%&-13% | 8%&-1%&-10% | nt | nt | 2%&2%&2% | 4%&8%&-1% | -30%&-5% | -11%&-2%&-9%
N#Cc1cccc(C(c2nnnn2C2CCCC2)N2CCCCCC2)c1 (configuration not stated) | -6% | -3% | 3% | -5% | -6% | -4% | 6% | -7%
CC(C)(C)OC(=O)NCCc1nnc(SCC(=O)c2ccc(Cl)cc2)o1 | -16% | 1% | 0% | -4% | -10% | -7% | 4%[10 µM] | -3%
C=CCn1c(CCC(=O)O)ccc1-c1ccccc1 | -14% | -1% | -8% | 9% | -4% | -11% | 3%[0.074 µM] | 0%
COc1ccc(-c2nc(-n3c(C)c(C(C)=O)c(C(C)=O)c3C)sc2C)cc1OC | 0% | -1% | -6% | 6% | 6% | -1% | -1% | -5%
Cc1cc(NC(=O)CCC(=O)N(C2CC2)C2(C(=O)NC3CCCC3)CCC(C)CC2)no1 (configuration not stated) | -9% | 0% | 3% | -6% | -4% | -2% | -13% | -2%
CN(C)/C=C1\NC(=S)N(c2ccccc2)C1=O | -13% | -3% | nt | ? | -3% | -4% | 12%[10 µM] | 0%
CC(C)N1CCN(Cc2coc3ccccc3c2=O)CC1CCO (configuration not stated) | -2% | 2% | 7% | -4% | 1% | 4% | 9%[10 µM] | -6%
Cc1ccc(N(CC(=O)Nc2ccccc2C(=O)N2CCOCC2)S(C)(=O)=O)cc1 | 0% | -2% | 2% | -4% | 2% | 2% | -7%[1.9 µM] | 1%
CCCCc1c(C)nc2c(OC)cccc2c1SCCC(=O)O | -15% | 2% | -1% | 3% | 0% | 2% | 9%[10 µM] | -6%
O=C(CCSc1ccccc1)NCC1CCCO1 (configuration not stated) | -7% | -2% | ? | -2% | 2% | 5% | 3% | -1%

Record cards (already shown):
Profile of Cc1ccc(C)c(OC(=O)CSc2nnc(CNC(=O)c3ccccc3)o2)c1 = Tau fibril ThT = -2%; Tau FP inhib = -1%; GAA inh = nt; GAA glycogen mod = -5%[76.3 µM]; aGlu spleen mod = nt; GLA spleen mod = nt; HTT cytoprotect = nt; Tau fluor counter = -3%
Profile of COCCCNC(=O)CCCn1c(=O)c2ccccc2n(CC(=O)Nc2c(C)cccc2C)c1=O = Tau fibril ThT = -2%; Tau FP inhib = 9%; GAA inh = -5%; GAA glycogen mod = 6%; aGlu spleen mod = -16%; GLA spleen mod = -1%; HTT cytoprotect = -3%[1.9 µM]; Tau fluor counter = 4%

New compounds follow
SMILES | Tau fibril ThT | Tau FP inhib | GAA inh | GAA glycogen mod | aGlu spleen mod | GLA spleen mod | HTT cytoprotect | Tau fluor counter
COc1cc(-c2nnc(SCC3(c4ccccc4)OCCO3)o2)cc(OC)c1OC | -11% | 7% | -17% | -1% | 5% | 5% | -73%[inhibitor] | -8%
COc1cc(CNCCNCC(C)O)ccc1OCc1ccc(Cl)nc1 (configuration not stated) | -3% | 4% | 2% | 3% | -5% | -7% | nt | 3%
COc1ccccc1N1CCN(c2nc3ccc(C)cc3nc2-n2nc(C)cc2C)CC1 | ? | 0% | nt | -7%[76.3 µM] | nt | nt | nt | ?
CCCc1cc(C(=O)Nc2ccccc2SC)no1 | 13% | 8% | 5% | -3% | -4% | 4% | 3% | 2%
Cc1[nH]c2ccccc2c1/C=N/NC(=S)NCc1ccccc1 | ? | -8% | -7% | ? | -3% | 0% | -14%[10 µM] | 13µM*[quencher]
CCCC[N+](CC#CCO)(CC#Cc1ccccc1)CCCC | 5% | -2% | nt | -4% | 1% | 4% | 23%[10 µM] | 0%
COc1cc(C(c2nnnn2C(C)(C)C)N2CCN(C)CC2)cc(OC)c1OC (configuration not stated) | 11% | 3% | -14% | 6% | 0% | -2% | -12% | 8%
